hcDAF-12 act: H. contortus DAF-12 nuclear receptor activators, primary screen, cell-based, luminescence, HEK293, lit1-tk-luc reporter. HEK293 hcDAF-12 lit1-tk-luc reporter; 0% DMSO, 100% Δ7-dafachronic acid. AID 652067, 2013. 370,000 compounds, 1.4% hits. activation, % at 6.8 µM;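 active means activation above the mean of all tested compounds plus 3 SD, cut at about 5.5% in these data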;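 further: 100% = response to 3 µM Δ7-dafachronic acid high control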
GC-A act: GC-A stimulated cGMP production enhancers – HEK293 GC-A cells, cGMP TR-FRET, EC30 ANP, primary screen; 0% at EC30 ANP, 100% saturating ANP; activation, % at 10 µM; Atrial natriuretic peptide receptor 1 (Homo sapiens), P16066; 370,000 compounds, 0.14% hits; in the data active means activation above about 40%
ADAM17 inh: ADAM17 inhibitors, primary screen, biochemical, QFRET; AID 720648, 2013; recombinant ADAM17, EDANS/DABCYL FRET peptide cleavage; inhibition, % at 6.95 µM; 370,000 compounds, 0.83% hits; Disintegrin and metalloproteinase domain-containing protein 17 (Homo sapiens), P78536;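 active means inhibition above the mean of compounds lying between control limits plus 3 SD, set per campaign, cut at about 8.5% in these data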;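 further: 0% = DMSO-only wells as the low control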
DAX1 inh-1: DAX1 (NR0B1) inhibitors on StAR promoter, primary screen, cell-based, luminescence, SF-1 (NR5A1), full-length DAX-1. HEK293T StAR-luciferase reporter, SF-1/DAX-1 repression relief. AID 652010, 2013. inhibition, % at 6.8 µM. 370,000 compounds, 1.1% hits;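 active means inhibition above the mean over all tested compounds plus 3 SD, cut at about 3.6% in these data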;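 further: 0% = DAX-1 cells with DMSO and 100% = cells lacking DAX-1 with DMSO; higher inhibition means more luminescence from relief of DAX-1 repression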
hgDAF-12 ag: H. glycines DAF-12 receptor agonists, primary screen, cell-based, luminescence, HEK293, GAL4 fusion, UAS-luciferase; Nuclear hormone receptor DAF-12 (Heterodera glycines), GAL4 fusion; HEK293 GAL4-hgDAF12 UAS-luciferase reporter, agonist luminescence; normalized to butyrate control; activation, % at 6.8 µM; 370,000 compounds, 1.8% hits; AID 687014, 2013;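 active means activation above a cutoff set at the mean of all screened compounds plus 3 SD, cut at about 10% in these data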;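 further: 0% = DMSO wells and 100% = sodium butyrate wells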
PG9 binder: binders of HIV-1 gp120 antibody PG9, primary screen, biochemical, TR-FRET | HIV-1 gp120 / PG9 antibody interaction | TR-FRET gp120-PG9 antibody binding | inhibition, % at 6.7 µM | 360,000 compounds, 0.43% hits; in the data active means inhibition above about 8.5%
FXN GAA850 act: FXN promoter activators, primary screen, cell-based, luciferase luminescence, HEK293 lucGAA850 | HEK293 lucGAA850 FXN promoter luciferase reporter, 24 h; percent of 10 µM SAHA response | activation, % at 6 µM | 360,000 compounds, 0.56% hits;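 active means activation above the average of all compounds screened plus 3 SD, cutoff fixed separately per campaign, cut at about 7.5% in these data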;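 further: 0% = DMSO wells and 100% = 10 µM SAHA wells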
ssDAF12 agonist: S. stercoralis DAF-12 nuclear receptor activators, primary screen, cell-based, luminescence, HEK293, GRIP1 co-expression, lit1-tk-luc; Nuclear hormone receptor DAF-12 (Strongyloides stercoralis); HEK293 ssDAF-12/GRIP1 lit1-tk-luc reporter; % of 3 µM dafachronic acid response; 370,000 compounds, 1% hits; activation, % at 6.8 µM;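 active means activation above the mean over all tested compounds plus 3 SD, cut at about 0.9% in these data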;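 further: 0% = DMSO-only wells and 100% = 3 µM delta7-dafachronic acid wells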
ADAM10 inh: human ADAM10 inhibitors, primary screen, biochemical, QFRET, HTS; recombinant ADAM10, EDANS/DABCYL FRET peptide cleavage, 3 h; 370,000 compounds, 0.62% hits; inhibition, % at 7 µM;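 active means inhibition above a per-campaign cutoff equal to the mean of compounds falling between control-based bounds plus 3 SD, cut at about 20% in these data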;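 further: 0% = DMSO wells while the 100% control is not disclosed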
Target sequence (O14672 214-748 limits assumed): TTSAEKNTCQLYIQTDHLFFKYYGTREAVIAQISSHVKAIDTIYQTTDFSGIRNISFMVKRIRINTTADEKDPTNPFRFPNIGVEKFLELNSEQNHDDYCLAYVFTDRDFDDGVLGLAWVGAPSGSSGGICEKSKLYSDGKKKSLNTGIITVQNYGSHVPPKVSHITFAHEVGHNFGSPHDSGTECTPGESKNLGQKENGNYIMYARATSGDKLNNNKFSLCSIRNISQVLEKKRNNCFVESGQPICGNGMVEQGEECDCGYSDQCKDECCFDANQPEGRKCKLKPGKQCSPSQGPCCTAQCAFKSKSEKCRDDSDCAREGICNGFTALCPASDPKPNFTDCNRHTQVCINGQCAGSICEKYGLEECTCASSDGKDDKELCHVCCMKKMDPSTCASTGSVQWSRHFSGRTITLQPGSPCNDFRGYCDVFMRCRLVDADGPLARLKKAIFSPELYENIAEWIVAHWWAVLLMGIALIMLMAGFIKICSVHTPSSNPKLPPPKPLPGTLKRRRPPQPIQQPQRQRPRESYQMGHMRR
SMARCA2 act: SMARCA2 (BRM) function activators, primary screen, cell-based, luminescence, high throughput; activation, % at 9.1 µM; 370,000 compounds, 1% hits; MG213 cells, MMTV-luciferase reporter, dexamethasone, overnight; in the data active means activation above about 7.8%;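 further: 0% = vehicle wells and 100% = reference activator wells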
DAX1 inh-2: DAX1 (NR0B1) inhibitors, primary screen, cell-based, HEK293, Gal4-DAX1, luciferase luminescence; Nuclear receptor subfamily 0 group B member 1 (Homo sapiens), P51843; HEK293 Gal4-DAX1 luciferase reporter; inhibition, % at 6.75 µM; 340,000 compounds, 0.99% hits; AID 504766, 2011;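 active means inhibition above the mean over all tested compounds plus 3 SD, cut at about 4.2% in these data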;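 further: 0% = DAX1-transfected cells with DMSO and 100% = empty-vector control cells with DMSO; inhibition shows as a rise in luminescence from relieved DAX1 repression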
Target sequence (P51843 207-470 limits assumed): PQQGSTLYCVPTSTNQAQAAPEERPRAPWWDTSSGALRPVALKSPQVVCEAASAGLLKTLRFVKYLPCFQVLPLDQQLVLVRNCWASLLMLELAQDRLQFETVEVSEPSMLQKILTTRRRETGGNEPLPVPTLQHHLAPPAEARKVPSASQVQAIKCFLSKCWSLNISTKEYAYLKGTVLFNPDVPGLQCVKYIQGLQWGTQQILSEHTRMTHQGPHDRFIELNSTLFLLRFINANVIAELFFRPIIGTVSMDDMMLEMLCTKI
Starred values were filed as active, the others as inactive; · = no result given. Rows are unselected. Share with any hit: about 6.8%.

canonical_smiles,DAX1 inh-1,GC-A act,SMARCA2 act,ADAM17 inh,hcDAF-12 act,ssDAF12 agonist,hgDAF-12 ag,FXN GAA850 act,DAX1 inh-2,ADAM10 inh,PG9 binder
COc1ccc(-c2cc(C(=O)N/N=C/c3sccc3C)c3ccccc3n2)c(OC)c1,-1.0,0,0,-12,-2.6,-0.8,-0.9,-5.1,-0.8,-4,1.1
Cc1ccc(S(=O)(=O)N2C[C@H]3n4c(=O)ccc(=O)n4C[C@H](OC(=O)Nc4cccs4)[C@@]3(O)C2)cc1,-2.2,0,-3,-3,-0.3,-0.6,0.3,0.6,-0.1,-12,-1.7
O=C(NCC(c1ccco1)N1CCCC1)c1ccccc1F (stereo not drawn),-0.2,3,1,-1,0.0,-1.2,1.3,-2.1,1.7,-9,1.5
CCNc1nc(NC(C)(C)C)nc(N(C#N)CC)n1,0.0,44*,6,-1,-0.7,-1.8,0.4,6.3,0.4,0,-3.0
CCn1cc(C(=O)O)c(=O)c2cc(F)c(N3CCN(C(=S)NC(=O)c4ccccc4Br)CC3)cc21,0.0,-5,1,-2,1.1,-1.3,0.7,-0.8,0.6,-5,-1.0
CCCCc1nc(SCCOC)c2c(=O)n(C)c(=O)n(C)c2n1,-0.8,12,2,-3,-1.0,-1.8,4.0,1.1,-0.7,3,-3.2
COc1ccc(CC(CC(=O)O)C(=O)Nc2ccccc2)cc1 (stereo not drawn),0.0,2,-4,4,-1.3,-1.0,-1.9,-1.6,0.0,2,-0.3
O=S(=O)(c1ccc2oc3ccccc3c2c1)N1CCCC1,-1.1,7,0,-2,1.7,-1.1,0.0,0.1,0.6,1,1.4
C=CCSc1nc2ccsc2c(=O)n1-c1ccccc1,-0.6,2,-2,-2,-1.3,-1.4,-1.7,5.1,-0.5,2,-0.2
CC(=O)Nc1cc(C(=O)N2CCc3ccccc3C2)ccc1Sc1ccc(Cl)cc1,0.1,9,-3,0,-0.1,-0.9,-0.3,2.4,-1.3,-2,0.4
CCOC(=O)c1ccc(Nc2nc(=O)c3cccnc3s2)cc1,0.3,-4,-1,-2,-1.1,-1.2,2.4,-6.2,1.9,-3,-2.2
CCOC(=O)C1(C)CCN1C(=O)c1cc(OC)c(OC)c(OC)c1 (stereo not drawn),0.4,1,2,-1,-2.1,-1.2,4.1,-1.4,·,3,-0.2
CC1CCCC(NC(=O)CCNC(=O)c2ccc([N+](=O)[O-])cc2)C1C (stereo not drawn),-2.0,0,-1,2,0.9,-0.4,-1.6,1.5,1.3,4,2.6
CC(Oc1ccc(-c2ccccc2)c(F)c1)c1ccn(S(=O)(=O)c2ccc(F)cc2)n1 (stereo not drawn),-0.9,1,-3,-2,-2.1,-0.7,-1.7,-0.7,-0.7,8,0.7
CC(C)CCNC(=O)C1CCN(c2nc3ccccc3o2)CC1,-1.0,2,-3,-6,-2.6,-1.3,-1.7,1.8,-1.9,-8,-0.3
O=C(Nc1cccnc1)c1ccccc1Oc1ccccc1,-1.1,-2,0,8,2.7,-0.3,2.6,-1.4,-0.6,7,0.0
CC(C(=O)O)N1C(=O)C2C3c4ccccc4C(c4ccccc43)[C@@H]2C1=O (stereo partly drawn),0.5,4,0,0,-0.1,-0.3,0.7,0.1,-0.5,2,-2.4
COc1ccc(C2(C(=O)Nc3ccc(S(=O)(=O)Nc4nc(C)cc(C)n4)cc3)CCCC2)cc1OC,0.7,-5,-4,-3,2.2,-0.1,-3.4,2.5,2.5,-6,1.5
Cc1ccnc2nc(C(=O)OCC(=O)NCCc3ccc(Cl)cc3)nn12,-0.4,-2,-1,-2,-1.2,-1.2,2.2,-0.8,0.9,2,-0.5
Cc1ccc2c(c1)CCCN2CC(=O)Nc1cccc(S(=O)(=O)N2CCCC2)c1,0.9,5,-2,-10,3.1,0.2,0.8,1.3,0.8,-13,1.4
C#CC(C)OC(=O)C(C)NC(=O)c1ccccc1 (stereo not drawn),-0.1,3,-1,1,-1.2,-1.1,3.1,-0.6,-0.9,1,0.1
c1ccc(-c2noc(CN3CCN(c4ccccc4)CC3)n2)cc1,-0.5,-2,1,-1,-0.1,-1.4,1.4,-0.2,2.6,-9,-1.4
Cc1ccc(-c2nc(CS(=O)CC(=O)NCCN3CCOCC3)c(C)o2)cc1 (stereo not drawn),0.6,8,-2,-2,0.4,-1.0,-0.2,0.0,-0.1,-4,-1.2
COc1cccc(S(=O)(=O)NCc2ccc(C(=O)NCc3ccco3)cc2)c1,0.6,4,0,0,-0.5,-0.4,0.9,-0.3,-0.5,9,-1.5
CN(C)CCCNC(=S)N(CCO)Cc1cc2cc3c(cc2[nH]c1=O)OCO3,-0.4,5,-2,-118,-1.8,-0.8,-1.9,-1.1,-1.1,-317,-2.0
CCN1CCN(c2c(Cl)cccc2NC(=O)c2ccc([N+](=O)[O-])o2)CC1,-4.6,-3,-1,-1,-2.4,-0.7,-3.4,1.1,2.2,1,-2.4
Cc1ccc2cc(S(=O)(=O)NCCCN3CCOCC3)ccc2c1,0.3,3,0,1,-1.2,-1.6,-0.5,1.1,-0.2,7,-0.6
COC(=O)c1cn(NC(=O)COc2ccc(Cl)cc2)c(=O)c2ccccc12,0.4,2,1,1,-0.2,-0.6,-0.1,0.2,0.5,3,1.6
O=C(NCCCO)c1nc2ccccc2s1,0.4,9,-1,-2,1.9,-1.1,2.9,-2.1,2.2,0,0.2
COCCNC(=O)c1c(N)n(/N=C/c2cccs2)c2nc3ccccc3nc12,-1.2,2,0,-15,-1.8,-1.3,-0.5,-0.9,0.4,-26,-1.0
CC(O)(c1cccnc1)c1nc(-c2ccoc2)cs1 (stereo not drawn),-1.1,1,-1,-2,-0.7,-0.8,-1.6,1.0,·,0,0.5
Cc1noc(C)c1COC(=O)c1cccc(S(=O)(=O)N2c3ccccc3CC2C)c1 (stereo not drawn),-2.2,0,-2,3,-4.1,-2.0,-2.8,1.5,-1.5,12,0.8
COc1ccc(NC(=O)c2ccc(-n3cccn3)nc2)cc1,-0.2,3,0,-1,-0.5,-1.3,-0.1,-0.7,1.0,-4,0.6
COc1ccc(N=Nc2ccc3ccccc3c2)c(O)c1,1.2,6,0,-1,8.1*,0.4,4.6,2.2,3.8,1,-2.0
CN(CC(=O)Nc1sccc1C#N)C1CCCCC1,-0.3,-3,-1,-8,0.7,-0.8,-0.4,0.6,0.0,-18,3.1
N#C/C(=C(/O)COC(=O)c1ccc(C#N)cc1)c1nc2ccccc2s1,0.3,-1,-3,5,5.5,0.2,4.5,3.5,1.2,17,-3.3
Nc1nc(CN2CCN(C(=O)c3ccco3)CC2)nc(Nc2cccc(Cl)c2)n1,0.0,1,-1,-5,-2.0,-1.4,-4.8,3.4,-0.2,-10,-1.8
O=C(NCc1ccncc1)Nc1ccc(F)cc1,-0.7,-2,1,-2,-1.4,-1.7,3.7,1.4,2.1,-2,-0.6
COCCNC(=O)C(c1ccc(C)cc1)N(C(=O)C(=O)NC1CCCC1)c1ccc2c(c1)OCCO2 (stereo not drawn),0.2,0,-1,-5,0.3,-0.7,-0.7,-1.5,0.5,-8,2.7
CC(OC(=O)CCCOc1ccccc1)C(=O)Nc1ccc(Cl)cn1 (stereo not drawn),3.1,3,-3,-3,2.2,-0.8,2.0,1.8,1.0,-12,-0.5
O=C1CCCC2=C1Sc1ccc(Cl)cc1N2,-0.3,-5,-3,-3,-1.6,-2.1,-0.7,-3.0,-1.5,-9,-27
Cc1ccc(S(=O)(=O)N2CCCCC2)cc1NC(=O)CSc1nc(N)cc(=O)[nH]1,-1.3,-1,-2,-1,1.6,-0.9,0.2,1.3,0.5,-1,1.5
CCOC(=O)N1CCN(Cc2c(NC(=O)c3ccco3)sc(C)c2C)CC1,0.3,4,-4,3,-0.4,-0.6,-0.2,4.2,0.4,7,-2.7
Cc1ccccc1NS(=O)(=O)c1ccc2[nH]cc(C(=O)NCCCN3CCOCC3)c(=O)c2c1,-0.9,1,1,-6,-1.2,-0.9,0.8,-1.5,0.6,-15,0.3
O=C(Nc1c(Cl)ccc2nsnc12)c1ccco1,0.4,3,-1,0,5.4,-0.3,3.6,3.1,-0.6,-2,-2.4
COc1ccc(NC2=C(C(C)=O)C(c3ccc(N(C)C)cc3)C(C(C)=O)C(C)(O)C2)cc1 (stereo not drawn),0.3,-4,-1,-2,-1.5,-1.6,-2.7,0.7,-0.1,0,0.7
COc1ccc(/C=N/NC(=O)CNc2c(Br)cc(C)cc2Br)c(C(=O)O)c1OC,0.0,0,-3,-3,0.2,-0.5,-0.1,1.2,-0.2,3,-2.3
COc1ccc(Cl)cc1NC(=O)c1cnc2n(c1=O)CCS2,0.3,12,3,1,-0.6,-1.0,-0.7,-0.3,1.8,0,1.0
CCCCOc1ccc(C(=O)NCC(=O)NCCOc2ccc(C)cc2)cc1,-0.3,0,0,-3,-0.6,-1.5,-0.6,-1.9,0.1,-2,1.2
CCn1cc(C(=O)N[C@@H](C)C(=O)NCCO)c(=O)c2cc3c(cc21)OCO3,0.1,0,-3,-12,1.4,-0.6,-0.8,0.1,0.6,-47,-0.8
CC1CCCN(S(=O)(=O)c2ccc(Cl)s2)C1 (stereo not drawn),0.4,0,-1,2,1.0,-0.9,-0.7,-1.6,1.7,-12,-2.7
Cc1ccc(/C=C/C(=O)NCCc2cccc(Cl)c2)o1,0.2,-12,0,-3,0.7,-1.1,0.0,3.1,0.7,-3,-1.0

Entries of single compounds, looked up by structure. Order of screens: DAX1 inh-1, GC-A act, SMARCA2 act, ADAM17 inh, hcDAF-12 act, ssDAF12 agonist, hgDAF-12 ag, FXN GAA850 act, DAX1 inh-2, ADAM10 inh, PG9 binder
O=C1CCCC2=C1Sc1ccc(Cl)cc1N2 reads -0.3, -5, -3, -3, -1.6, -2.1, -0.7, -3.0, -1.5, -9, -27
CCOC(=O)N1CCN(Cc2c(NC(=O)c3ccco3)sc(C)c2C)CC1 reads 0.3, 4, -4, 3, -0.4, -0.6, -0.2, 4.2, 0.4, 7, -2.7
